# Compound activity: PubChem BioAssay, several laboratories
# LYP inhibition = inhibition of human PTPN22 tyrosine phosphatase – biochemical, DiFMUP fluorescence, recombinant catalytic domain, 10 µM, primary screen (AID 606) | inhibition, % at 10 µM, or IC50 in µM where a hit was titrated | 52,000 tested, under 10 active | recombinant LYP catalytic domain, DiFMUP fluorescence; higher % means a stronger effect;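 active means IC50 under 40 µM in the dose-response test; inactive means IC50 of 40 µM or more, or never dose-tested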
# KRASV12 cytotoxicity = viability loss of HPDE-C7K cells – cell-based, fluorescence, HTS, primary screen (AID 431) | HPDE-C7K KRASV12 cells, Alamar Blue viability, 48 h; higher % means a stronger effect | cytotoxicity, % at 10 µM, or EC50 in µM where a hit was titrated | 63,000 compounds, 1.7% hits;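 active means compounds whose percent cytotoxicity in the single-dose primary screen, scaled between solvent and toxic-drug controls, exceeds 50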;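 further: 0% = DMSO solvent wells and 100% = doxorubicin-treated wells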
# HPDE-C7 cytotoxicity = cytotoxicity in HPDE-C7 cells, cell-based, fluorescence, HTS (AID 430) | HPDE-C7 pancreatic duct cells viability, fluorescence; higher % means a stronger effect | cytotoxicity, % at 10 µM; hits with a dose series show EC50 in µM | 63,000 compounds, 1.8% hits;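 further: cells exposed to compound for 48 hours before viability readout; 0% = vehicle and 100% = reference cytotoxic drug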
# Spn PMK inh = inhibitors of Streptococcus pneumoniae phosphomevalonate kinase | purified PMK, PK/LDH-coupled NADH absorbance 340 nm | inhibition, % at 10 µM | 65,000 compounds, 0.49% hits | AID 539;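 active means top-ranked compounds by inhibition in the single 10 µM screen, taking a fixed number of the strongest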;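 further: 0% = full reaction with DMSO carrier and 100% = background rate without enzyme reaction; no value below 0 was filed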
# Bfl-1 inhibitors = Bfl-1 inhibitors, primary screen, biochemical, fluorescence polarization, FITC-Bid, mouse (AID 432); FITC-Bid BH3 peptide fluorescence polarization displacement; higher % means a stronger effect; displacement, % at 20 µM; hits with a dose series show IC50 in µM; 64,000 compounds, 0.02% hits; in the data active means a potency from the dose series; inactive means the rest, 99 in 100 with displacement below about 15%; further: strong numbers were not always called active
# Alkaline phosphatase = inhibition of tissue-nonspecific alkaline phosphatase – biochemical, luminescent (AID 518); 64,000 compounds, 0.09% hits; purified TNAP enzyme, luminescent substrate readout; higher % means a stronger effect; one-dose inhibition, % at 20 µM; IC50 in µM for titrated hits; in the data active means a potency from the dose series; inactive means the rest, 99 in 100 with inhibition below about 22%;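 further: plate controls were vehicle for no effect and reference inhibitor for full effect; many of its hits are not listed in these tables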
# HT1080 cytotoxicity = HT1080 cell viability loss – fluorescence readout (AID 620). HT1080 viability, fluorescence; higher % means a stronger effect. one-dose cytotoxicity, % at 10 µM; EC50 in µM for titrated hits. 87,000 compounds, 0.42% hits;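 further: cells exposed to compound overnight then 4 h with Alamar Blue; 0% = vehicle DMSO and 100% = killing control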
# Spn DPM-DC inh = blocks S. pneumoniae diphosphomevalonate decarboxylase | calls only at 10 µM | AID 556 | purified DPM-DC, PK/LDH coupled NADH fluorescence | 65,000 compounds, 0.49% hits;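 active means the 320 compounds with the highest percent inhibition in the single-dose primary screen, excluding strongly autofluorescent ones, cut at about 32% in these data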;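 further: kinetic rate of NADH fluorescence loss reporting ADP formed by the decarboxylase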
# Spn MK inh = S. pneumoniae mevalonate kinase inhibition | purified MK, PK/LDH-coupled NADH absorbance 340 nm | inhibition, % at 10 µM | 65,000 compounds, 0.48% hits;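 active means ranked among the strongest by inhibition in the single 10 µM screen, a fixed top-ranked set picked for dose follow-up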; further: no value below 0 was filed
# Spn PMK inh pilot replicates = second read-out of Spn PMK inh, no call of its own (marks repeat the call); inhibition, %; measured here: pilot screen replicates
# Spn MK inh pilot replicates = recorded beside Spn MK inh, whose call it bears; inhibition, %; measured here: pilot screen replicates
# Spn DPM-DC inh pilot screen % = second read-out of Spn DPM-DC inh, no call of its own (marks repeat the call); inhibition, %; measured here: pilot screen trials
# Numbers without * were called inactive; i = inactive; / = not tested or not shown. Unless noted, no stated cut-off is given here; in the data, active means cytotoxicity above about 50%; inactive means the rest. Rows are unselected; 3.6% or so of the library scored in one or more.
SMILES,LYP inhibition,KRASV12 cytotoxicity,HPDE-C7 cytotoxicity,Spn PMK inh,Bfl-1 inhibitors,Alkaline phosphatase,HT1080 cytotoxicity,Spn DPM-DC inh,Spn MK inh,others
C(=N\n1cnnc1)/c1ccc2ncccc2c1,/,4.2%,-3.4%,12.0,-2.0%,9.3%,4.7%,i,4.0,
O=C(Nc1ccc2c(c1)OCO2)c1c(Cl)nc2sccn12,/,5.4%,-0.6%,0.0,-4.7%,6.4%,2.5%,i,13.0,
CCN1C=C(Cc2cccs2)C2=C(C1)C(c1cccs1)C(C#N)=C(N)O2 (stereo not drawn),/,21.9%,23.2%,2.0,-2.9%,15.1%,-2.1%,i,0.0,
Fc1cc(F)c2nc(N3CCOCC3)sc2c1,14.6%,1.7%,-5.2%,15.0,-4.8%,9.2%,-0.5%,i,10.0,
Cc1ccc(N2CCN(c3ccc(C)cc3)C(CC(=O)O)C2=O)cc1 (stereo not drawn),-1.0%,-9.7%,-2.9%,11.0,5.3%,5.5%,-3.1%,i,7.0,Spn PMK inh pilot replicates=0.0;Spn MK inh pilot replicates=0.0;Spn DPM-DC inh pilot screen %=2.5
CC(=O)N[C@H]1C[C@@H]1c1ccccc1,-0.6%,6.6%,3.3%,9.0,1.7%,-38.4%,-13.8%,i,3.0,
Cc1nn(-c2ccccc2)c(C)c1CCC(=O)O,4.5%,-4.0%,5.9%,0.0,-0.9%,1.8%,-6.0%,i,1.0,
CC(C)Oc1ccc(Cc2c(O)nc(NCCCN(C)C)[nH]c2=O)cc1,0.3%,0.1%,-9.9%,0.0,-6.2%,2.8%,12.9%,i,0.0,
CCOC(=O)c1ccc(NC(=O)CCc2nc(-c3ccccc3Cl)no2)cc1,-13.1%,76.1%*,74.8%*,17.0,-3.2%,11.5%,-1.1%,i,8.0,
CC(=O)Nc1sc(NC(=O)c2ccccc2)nc1-c1cccs1,-3.0%,-0.1%,2.0%,0.0,-6.4%,3.6%,13.2%,i,10.0,
CCOC(=O)c1cc2c(n(-c3ccccc3)c1=O)CC(C)(C)CC2=O,2.8%,-3.7%,-1.2%,2.0,2.0%,7.6%,2.4%,i,4.0,
CCOC(=O)C1CCN(CC(O)COc2ccc(C(C)=O)cc2)CC1 (stereo not drawn),14.4%,10.1%,-5.4%,3.0,-0.7%,3.0%,-5.9%,i,8.0,
Cc1ccccc1-n1c(=O)cc(N2CCN(C(=O)c3ccco3)CC2)[nH]c1=O,-3.9%,-4.9%,-14.9%,6.0,3.9%,14.0%,-1.5%,i,6.0,Spn PMK inh pilot replicates=0.0;Spn MK inh pilot replicates=1.0;Spn DPM-DC inh pilot screen %=0.0
Cn1c(=O)[nH]c(=O)c2c1nc(N1CCN(CCO)CC1)n2CCSc1nc2ccccc2s1,3.2%,-5.1%,-14.9%,2.0,-3.0%,-5.3%,-0.8%,i,11.0,
CC(=O)Nc1cccc2c1C(=O)NC2=O,/,1.3%,1.5%,14.0,-2.4%,3.8%,-5.6%,i,0.0,
CCc1nn2c(N3CCOCC3)cc(C)nc2c1-c1ccc(F)cc1,2.1%,5.5%,2.7%,16.0,3.8%,14.4%,2.5%,i,0.0,Spn PMK inh pilot replicates=0.0;Spn MK inh pilot replicates=0.0;Spn DPM-DC inh pilot screen %=1.5
Cc1nc(NC2=NCN(CCc3ccccc3)CN2)nc2c(C)cccc12,3.9%,43.1%,45.8%,15.0,2.2%,17.9%,33.6%,i,16.0,Spn PMK inh pilot replicates=1.0;Spn MK inh pilot replicates=0.0;Spn DPM-DC inh pilot screen %=0.0
O=C1c2ccccc2C(=O)N1CC1c2ccccc2CCN1S(=O)(=O)c1cnc[nH]1 (stereo not drawn),/,3.1%,2.6%,13.0,6.6%,16.4%,-5.2%,i,5.0,
O=C(Nc1ccc2c(c1)OCCO2)c1ccncc1,1.9%,4.3%,0.7%,0.0,6.1%,3.7%,8.9%,i,6.0,
O=C(CN1CCN(Cc2ccccc2Cl)C1=O)N1CCCCCC1,-2.1%,-10.9%,-14.1%,6.0,-4.8%,12.3%,/,i,1.0,
COc1ccc(OC)c(N(CC(=O)N2CCCC2)S(=O)(=O)c2ccc(OC)c(OC)c2)c1,6.7%,9.1%,9.4%,7.0,-1.7%,1.1%,-3.3%,i,6.0,
O=C(Cc1ccccc1)Nc1cccc(-c2nc3ncccc3o2)c1,2.5%,4.2%,7.2%,0.0,4.1%,7.5%,1.3%,i,1.0,
CCOC(=O)N1CCN(CC(O)COC(CC)c2ccccc2)CC1 (stereo not drawn),-3.5%,0.5%,-7.1%,9.0,-5.0%,12.3%,-3.5%,i,9.0,
CCCc1cc(C(=O)Nc2cc(Br)ccc2O)no1,9.0%,12.9%,22.3%,4.0,-6.6%,13.7%,3.1%,i,9.0,
CCOc1ccccc1N1CCN(C(=O)c2c(C)noc2C)CC1,14.7%,1.6%,8.7%,14.0,0.4%,-2.7%,-0.7%,i,6.0,
CN(CC(=O)Nc1ccc(F)c(F)c1)S(=O)(=O)c1cccc2nsnc12,-22.4%,3.0%,-4.8%,20.0,1.0%,9.1%,3.8%,i,0.0,
COc1nc(-c2ccccc2)ccc1-c1noc(COc2ccccc2)n1,-8.3%,21.8%,8.9%,0.0,-0.6%,14.5%,7.5%,/,17.0,
O=C(CCn1nnc(-c2cccs2)n1)NCc1ccccc1Cl,/,-5.9%,-6.3%,7.0,-1.7%,8.2%,-4.0%,i,0.0,
CCN(CC)CCCn1c(C)cc2c(c1=O)C(c1ccccc1)C(C#N)=C(N)O2 (stereo not drawn),-4.7%,-5.8%,0.8%,1.0,-10.9%,12.3%,5.3%,i,19.0,
Nc1nc(CN2CCN(c3ccccc3)CC2)nc(N2CCCc3ccccc32)n1,-4.5%,0.2%,18.4%,7.0,-3.9%,4.4%,10.4%,i,8.0,
CCOC(=O)N1CCN(C(=O)c2ccc3nc(N4CCCCC4)sc3c2)CC1,8.6%,-1.6%,-3.3%,15.0,-15.9%,10.7%,-5.0%,i,5.0,
CCOC(=O)Cn1c(CN2CCOCC2)nc2c1c(=O)n(C)c(=O)n2C,8.0%,-8.2%,-8.9%,10.0,-6.2%,11.8%,1.0%,i,7.0,
CCN(CC)CCN1C(=O)c2ccccc2NC1c1cc(OC)c(OC)c(OC)c1 (stereo not drawn),0.9%,4.9%,14.1%,2.0,-6.1%,6.1%,3.9%,/,1.0,
CC(=O)Nc1nc(C)nc(C)c1C(C)=O,5.6%,1.3%,-0.1%,6.0,1.0%,7.8%,-12.1%,i,/,
Cc1ccccc1-c1ccc(=O)n(CC(=O)Nc2ccc(N3CCOCC3)cc2)n1,11.6%,6.8%,-18.1%,21.0,0.1%,12.9%,17.0%,i,0.0,
CCCCCN(C(=O)NC(=O)Nn1cnnc1)S(C)(=O)=O,6.4%,1.6%,0.8%,19.0,-2.2%,14.2%,3.7%,i,0.0,
NCC(O)COCCC12CC3CC(CC(C3)C1)C2 (stereo not drawn),8.7%,/,/,9.0,-2.1%,10.3%,16.1%,i,4.0,
CCC(=O)N1CCc2cc(S(=O)(=O)NC(C(=O)NCc3ccccc3)C(C)C)ccc21 (stereo not drawn),2.1%,/,/,10.0,-1.7%,6.3%,0.9%,i,0.0,
Cn1ccnc1SCCC#N,20.2%,3.8%,-6.3%,0.0,-0.6%,26.0%,-2.7%,i,2.0,Spn PMK inh pilot replicates=0.0;Spn MK inh pilot replicates=0.0;Spn DPM-DC inh pilot screen %=0.0
O=C(CN1CCN(S(=O)(=O)c2ccc(Br)cc2)CC1)Nc1ccccc1F,6.7%,-2.2%,-20.2%,0.0,-7.2%,4.8%,5.1%,i,6.0,
CC(=O)Nc1ccc(S(=O)(=O)N2CCSCC2)cc1,5.1%,0.5%,8.3%,11.0,-7.5%,4.0%,/,i,7.0,
O=C(CCCN1C(=O)CSc2ncccc21)N1CCN(c2cccc(C(F)(F)F)c2)CC1,-5.2%,5.1%,8.8%,13.0,-12.4%,3.4%,-6.2%,i,8.0,
CC1Cc2nc(SCC(=O)OCc3ccccc3)n(C)c(=O)c2S1 (stereo not drawn),-7.0%,7.2%,-0.3%,9.0,-0.9%,-0.8%,0.9%,i,0.0,
Cc1cc(C(=O)N2CCN(CCc3ccccc3)CC2)no1,11.1%,8.6%,11.1%,9.0,-0.8%,6.4%,2.5%,i,8.0,
CCOC(=O)N1CCN(C(=O)c2ccc3c(=O)n(-c4ccc(OC)cc4)c(=S)[nH]c3c2)CC1,-1.5%,-3.0%,1.9%,9.0,-0.5%,1.5%,2.1%,i,0.0,

# Random excerpt: two entries already listed, in no set order.
SMILES,LYP inhibition,KRASV12 cytotoxicity,HPDE-C7 cytotoxicity,Spn PMK inh,Bfl-1 inhibitors,Alkaline phosphatase,HT1080 cytotoxicity,Spn DPM-DC inh,Spn MK inh,others
O=C(CN1CCN(S(=O)(=O)c2ccc(Br)cc2)CC1)Nc1ccccc1F,6.7%,-2.2%,-20.2%,0.0,-7.2%,4.8%,5.1%,i,6.0,
CC1Cc2nc(SCC(=O)OCc3ccccc3)n(C)c(=O)c2S1 (stereo not drawn),-7.0%,7.2%,-0.3%,9.0,-0.9%,-0.8%,0.9%,i,0.0,

# (listing goes on)
SMILES,LYP inhibition,KRASV12 cytotoxicity,HPDE-C7 cytotoxicity,Spn PMK inh,Bfl-1 inhibitors,Alkaline phosphatase,HT1080 cytotoxicity,Spn DPM-DC inh,Spn MK inh,others
CCCOc1ccc(C(=O)NCc2cccnc2)cc1,2.0%,-16.9%,-13.2%,20.0,-7.6%,11.8%,-3.0%,i,0.0,
Cc1cc(OCC(=O)c2ccc(F)cc2)ccc1N1C(=O)CCC1=O,7.5%,-7.5%,5.7%,8.0,-3.6%,9.8%,-3.8%,i,15.0,
Cc1ccc(/C=c2\sc3nc(-c4ccccc4Br)nn3c2=O)o1,1.0%,8.5%,2.6%,12.0,12.7%,28.9%,7.3%,i,10.0,Spn PMK inh pilot replicates=1.5;Spn MK inh pilot replicates=0.0;Spn DPM-DC inh pilot screen %=1.0
O=C(CN(Cc1ccc2c(c1)OCO2)C(=O)CNC(=O)c1ccco1)NC1CCCCC1,7.0%,-1.2%,-7.5%,9.0,-0.2%,4.8%,-10.6%,i,4.0,
CC(C)(/C=N/O)/[N+]([O-])=C/c1ccccc1C(F)(F)F,10.2%,-1.6%,-0.1%,5.0,-3.9%,11.6%,4.8%,i,3.0,
CC(=O)Nc1cccc2c1OCCO2,11.4%,/,/,16.0,-0.8%,13.8%,-7.5%,i,5.0,
Cc1ccc(N(CN2CCCC2=O)C(=O)c2ccc(OC(C)C)cc2)cc1,/,-4.6%,-5.3%,4.0,10.3%,1.3%,3.8%,i,10.0,
Cc1nn(Cc2ccc(F)cc2)c(C)c1NC(=O)c1cc(-c2ccc3c(c2)OCO3)on1,4.2%,22.4%,1.8%,9.0,4.0%,4.4%,1.7%,i,0.0,
O=C(CN1CCC(Cc2ccccc2)CC1)NC(=O)NCc1ccco1,6.7%,-0.1%,-8.7%,13.0,-2.9%,6.6%,0.4%,i,0.0,
COCCCn1c(SCC(=O)OC2CCCCC2)nnc1-c1cccs1,/,-0.3%,3.3%,11.0,-8.7%,12.3%,9.6%,i,5.0,
